Rad51 HR inh – Rad51 (human) homologous recombination inhibition; hRad51 DNA strand exchange, fluorescence dequenching; inhibition, % at 10 µM; 200,000 tested, 0.085% active;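 active means inhibition above 40% at the single screening dose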;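 further: 0% = DMSO control wells and 100% = blanks with heterologous ssDNA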
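material = hRad51 filaments on single-stranded DNA | timing = filaments 15 min 37 °C, then compound 30 min | signal = FRET fluorescence dequenching, excitation 485 nm, emission 520 nm | benchmarks = control wells and blank wells on each plate | evaluation = percent inhibition relative to plate controls and blanks | compound = 10 µM final, single point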
Cl transport mod – modulators of human KCC2 chloride dependent transport. Q9H2X9. KCC2 cells, thallium flux FluoZin-2 fluorescence. B-score of Tl+ flux slope (higher = more flux/activation; lower = inhibition) at 10 µM. 190,000 tested, 2.2% active;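 active means thallium flux slope and its plate-corrected score both differing from the plate sample mean at a set confidence after two filtering rounds, in either direction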;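 further: slope of fluorescence scaled to starting intensity during 10 to 20 s after thallium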
PERK inhibitor – blocks human PERK kinase; 220,000 tested, 0.17% active; inhibition, % at 5.6 µM; CHO PERK-DD fusion, SEAP luminescence translation reporter;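 active means inhibition above the mean inhibition of all tested compounds plus 3 SD, set separately per screening campaign, cut at about 2.9% in these data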;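 further: PERK kinase domain activated by AP20187 dimerizer at 100 nM; 0% = DMSO with dimerizer and 100% = rapamycin at 8.4 µM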
Mdm2 ligase inh – blocks human Mdm2 ubiquitin ligase activity. Q00987. cell-based MDM2 ubiquitination luciferase reporter, 2 h; 0 = plate control, 100 = twice control, blank-subtracted. signal enhancement, % at 5 µM. 210,000 tested, 0.11% active. AID 1230;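 active means signal enhancement of 30% or more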;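 further: luminescence tracks abundance of the self-degrading MDM2-luciferase fusion protein; higher signal means inhibition of MDM2 E3 ligase activity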
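Assay system: stable mammalian line carrying autodegrading MDM2–luciferase fusion reporter; amount: 2000 cells seeded into each well; buffer or medium: DMEM; benchmarks: plate control and blank wells; signal: luciferase luminescence; timing: 2 h compound exposure at 37 °C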
EBV gp42 inh – inhibitors of Epstein-Barr virus glycoprotein 42; AID 1085; inhibition, % (tested at 21.74 µM); 220,000 tested, 0.42% active; Q1HVG2; Fluorescence polarization binding assay, mP read-out; in the data active means inhibition above about 50%
zVAD death inh – L929 zVAD cell death inhibition. L929 zVAD necroptosis rescue, ATP luminescence, 24 h; with zVAD 60 µM. viability rescue, % at 10 µM. 220,000 tested, 0.38% active;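 active means activation, scaled between plate controls, above about 75%, limit read from the data; inactive means activation under that limit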;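 further: 0% = zVAD with DMSO and 100% = DMSO alone without zVAD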
eIF4E-4G inh – eIF4E/eIF4G interaction inhibition in translation initiation. P63073+Q04637. TR-FRET eIF4E-eIF4GI(517-606) binding, 2 h. inhibition, % at 21.7 µM. 220,000 tested, 0.37% active;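 active means inhibition above about 30%, limit read from the data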;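 further: 0% = full FRET control wells and 100% = background wells lacking eIF4GI fragment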
Target sequence (P63073 whole entry, looked up, the tested form may be a part): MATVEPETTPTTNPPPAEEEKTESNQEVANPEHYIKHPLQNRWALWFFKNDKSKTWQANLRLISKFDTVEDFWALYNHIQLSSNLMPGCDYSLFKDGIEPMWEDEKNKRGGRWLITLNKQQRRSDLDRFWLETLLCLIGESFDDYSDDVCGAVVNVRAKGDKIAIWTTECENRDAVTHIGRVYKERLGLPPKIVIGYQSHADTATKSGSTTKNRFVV
Target sequence (Q04637 whole entry, looked up, the tested form may be a part): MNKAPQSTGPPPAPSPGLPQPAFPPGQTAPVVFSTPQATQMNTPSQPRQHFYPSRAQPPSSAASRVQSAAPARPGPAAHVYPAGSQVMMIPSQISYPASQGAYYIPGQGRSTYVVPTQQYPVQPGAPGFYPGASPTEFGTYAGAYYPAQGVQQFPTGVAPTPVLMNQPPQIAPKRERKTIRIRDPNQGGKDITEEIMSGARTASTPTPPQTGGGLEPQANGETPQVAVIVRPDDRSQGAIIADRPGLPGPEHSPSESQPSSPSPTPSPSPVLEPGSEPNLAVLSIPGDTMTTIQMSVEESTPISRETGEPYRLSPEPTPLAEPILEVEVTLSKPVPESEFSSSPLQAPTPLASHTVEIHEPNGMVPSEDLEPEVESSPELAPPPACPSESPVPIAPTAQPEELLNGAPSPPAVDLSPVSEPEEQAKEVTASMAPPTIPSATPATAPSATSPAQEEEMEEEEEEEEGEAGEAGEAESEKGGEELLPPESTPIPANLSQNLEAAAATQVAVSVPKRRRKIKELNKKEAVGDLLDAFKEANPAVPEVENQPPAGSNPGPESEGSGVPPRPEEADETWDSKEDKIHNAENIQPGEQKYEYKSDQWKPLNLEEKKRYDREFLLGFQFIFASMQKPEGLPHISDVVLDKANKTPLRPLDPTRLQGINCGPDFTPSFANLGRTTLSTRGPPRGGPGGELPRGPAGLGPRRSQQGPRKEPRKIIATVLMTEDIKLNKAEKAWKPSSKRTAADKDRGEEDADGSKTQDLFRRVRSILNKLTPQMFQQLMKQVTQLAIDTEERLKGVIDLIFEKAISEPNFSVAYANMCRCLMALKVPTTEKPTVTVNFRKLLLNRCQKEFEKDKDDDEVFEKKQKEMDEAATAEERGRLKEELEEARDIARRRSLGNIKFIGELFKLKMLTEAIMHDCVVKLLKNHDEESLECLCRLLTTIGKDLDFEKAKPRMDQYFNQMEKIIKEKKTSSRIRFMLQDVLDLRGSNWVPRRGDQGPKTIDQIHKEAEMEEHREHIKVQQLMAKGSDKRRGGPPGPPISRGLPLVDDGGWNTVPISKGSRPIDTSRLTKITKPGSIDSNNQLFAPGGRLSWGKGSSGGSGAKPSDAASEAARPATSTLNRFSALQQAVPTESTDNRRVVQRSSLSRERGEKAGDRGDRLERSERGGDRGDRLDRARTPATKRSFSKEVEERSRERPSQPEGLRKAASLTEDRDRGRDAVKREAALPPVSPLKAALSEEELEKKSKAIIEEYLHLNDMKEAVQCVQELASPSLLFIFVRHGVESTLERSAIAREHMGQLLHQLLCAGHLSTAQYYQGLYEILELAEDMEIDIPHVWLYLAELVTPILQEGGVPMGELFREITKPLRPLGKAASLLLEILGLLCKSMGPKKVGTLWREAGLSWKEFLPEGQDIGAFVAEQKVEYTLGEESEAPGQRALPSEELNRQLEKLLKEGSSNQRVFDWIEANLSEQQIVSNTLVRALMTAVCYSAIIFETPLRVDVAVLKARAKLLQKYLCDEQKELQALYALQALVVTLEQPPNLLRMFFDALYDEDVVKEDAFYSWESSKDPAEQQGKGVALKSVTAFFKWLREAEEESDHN
TNF necrop inh – TNF-alpha cell death inhibition in Jurkat FADD-/- cells; Jurkat FADD-/- TNF necroptosis rescue, ATP luminescence, 24 h; 0 = TNF only, 100 = no-TNF cells; activation (protection from cell death), % at 10 µM; 220,000 tested, 0.068% active; AID 463075;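 active means activation, meaning protection from cell death, of at least 50% relative to plate controls; inactive means activation below 50%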;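 further: necroptosis triggered by 40 ng/mL TNF-alpha added together with compound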
Calpain2 inh – inhibitors of pig calpain II; purified calpain II, fluorogenic peptide substrate, 30 min; 220,000 tested, 0.37% active; inhibition, % at 16 µM;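 active means inhibition above about 50%, limit read from the data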
* = called active by the depositor; i = inactive; / = not tested or not shown; [ ] = another dose, or the depositor's remark.

SMILES	Rad51 HR inh	Cl transport mod	PERK inhibitor	Mdm2 ligase inh	EBV gp42 inh	zVAD death inh	eIF4E-4G inh	TNF necrop inh	Calpain2 inh
CC(C)c1nc2sc3c(c2c(=O)o1)CCCC3	4	0.76	1.0	-17	5	-0.1	13	0.7	20
c1cn2c(Nc3ccc4c(c3)OCCO4)c(-c3ccc(N4CCOCC4)cc3)nc2cn1	13	0.32	-2.1	-4	-9	-0.5	3	-0.5	-28
COC(=O)c1ccc(NC(=O)CSc2nnc(-c3ccccc3)n2C)cc1	-1	-0.06	-0.3	/	-9	0.8	0	1.0	10
O=[N+]([O-])c1cnn(-c2nc(-c3cccs3)cc(C(F)(F)F)n2)c1	-1	1.2	0.0	3	-10	0.8	5	0.0	5
CC1CCCN(c2oc(-c3cccc4ccccc34)nc2C#N)C1 (configuration not stated)	-3	0.21	0.8	6	-16	3.8	-1	-0.1	-170
Cc1nnc(SCc2cc(=O)[nH]c(/N=C(\N)Nc3ccccc3)n2)s1	-25	0.7	0.1	-21	-17	0.8	4	-10	3
CCc1nnc(NC(=O)c2ccc(-c3ccc(F)cc3)o2)s1	-2	-0.033	0.1	-13	8	5.5	1	1.9	-8
Cc1ccc(S(=O)(=O)N(C)C)cc1NC(=S)N1CCc2ccccc21	-4	-0.34	0.3	-1	-20	1.9	-1	-0.2	-11
Cn1cnnc1Sc1ccc(C(F)(F)F)cc1[N+](=O)[O-]	1	1.4	0.8	-13	2	2.3	-5	1.1	-4
CCn1nc(NC(=O)c2ccncc2)c2cc3cc(C)ccc3nc21	-9	-0.84	-0.2	1	-14	-0.3	4[fluorescence artefact?]	-3.1	-26
CC1C=CCC2C(=O)N(c3cc(Cl)ccc3O)C(=O)C12 (configuration not stated)	-1	/	1.5	-6	-16	-0.5	1	1.1	-1
COc1cccc(CN2CCN(C(=O)CCc3nnc(C4CCCCC4)o3)CC2=O)c1	-24	-0.43	-0.7	-104	-20	-0.2	1	1.1	6
CN(Cc1nc(CCc2ccccc2)no1)Cc1cccs1	/	-0.034	2.0	-16	-11	0.0	3	3.2	8
O=C1c2ccccc2C(Nc2ccc3nc(-c4cccnc4)[nH]c3c2)N1Cc1ccco1 (configuration not stated)	-1	-1.9	-0.6	-2	-7	5.2	-2	-3.1	-129
CCOC(=O)CN(C(=O)CSc1nnc(Cc2ccccc2)n1-c1ccc(C)cc1)c1ccccc1	4	/	-1.2	10	-17	-1.1	7	0.6	-1
Cc1ccc(/C=C/C(=O)NC(C)c2ccccc2)cc1 (configuration not stated)	6	0.21	-0.1	12	-13	2.9	12	1.7	16
CCC(CC)C(=O)c1c[nH]c(C(=O)NCc2ccccn2)c1	-10	2.3	0.5	-10	4	1.9	-1	2.2	-3
COc1ccc(NC(=O)C(CC(=O)O)Cc2ccccc2)cc1 (configuration not stated)	-5	1.2	0.1	3	-18	2.3	5[fluorescence artefact?]	-0.2	-22
O=C(Nc1cccc(Cl)c1)c1ccc2c(c1)SC1=NS(=O)(=O)CCN12	22	0.56	1.2	-28	-2	2.5	-1	-0.2	16
Cc1cc(C(c2nnnn2Cc2ccccc2)N2CCOCC2)c(C)n1-c1ccc2c(c1)OCO2 (configuration not stated)	1	1.2	-1.1	-11	-10	-0.5	-5	-0.7	-61

Part of the list above, as comma-separated lines:
SMILES,Rad51 HR inh,Cl transport mod,PERK inhibitor,Mdm2 ligase inh,EBV gp42 inh,zVAD death inh,eIF4E-4G inh,TNF necrop inh,Calpain2 inh
c1cn2c(Nc3ccc4c(c3)OCCO4)c(-c3ccc(N4CCOCC4)cc3)nc2cn1,13,0.32,-2.1,-4,-9,-0.5,3,-0.5,-28
COC(=O)c1ccc(NC(=O)CSc2nnc(-c3ccccc3)n2C)cc1,-1,-0.06,-0.3,/,-9,0.8,0,1.0,10
O=[N+]([O-])c1cnn(-c2nc(-c3cccs3)cc(C(F)(F)F)n2)c1,-1,1.2,0.0,3,-10,0.8,5,0.0,5
CC1CCCN(c2oc(-c3cccc4ccccc34)nc2C#N)C1 (configuration not stated),-3,0.21,0.8,6,-16,3.8,-1,-0.1,-170
Cc1nnc(SCc2cc(=O)[nH]c(/N=C(\N)Nc3ccccc3)n2)s1,-25,0.7,0.1,-21,-17,0.8,4,-10,3
CCc1nnc(NC(=O)c2ccc(-c3ccc(F)cc3)o2)s1,-2,-0.033,0.1,-13,8,5.5,1,1.9,-8
Cc1ccc(S(=O)(=O)N(C)C)cc1NC(=S)N1CCc2ccccc21,-4,-0.34,0.3,-1,-20,1.9,-1,-0.2,-11
Cn1cnnc1Sc1ccc(C(F)(F)F)cc1[N+](=O)[O-],1,1.4,0.8,-13,2,2.3,-5,1.1,-4

(next part)
SMILES	Rad51 HR inh	Cl transport mod	PERK inhibitor	Mdm2 ligase inh	EBV gp42 inh	zVAD death inh	eIF4E-4G inh	TNF necrop inh	Calpain2 inh
O=C1CCC/C(=N\NC(=O)c2ccc(COc3ccccc3-c3ccccc3)cc2)C1	3	0.0034	-0.5	-2	-8	-1.4	0	-3.7	-69
Cc1cccc(CCNS(=O)(=O)c2ccc3c(c2)oc(=O)n3C)c1	-1	/	0.2	-15	1	1.4	6	0.5	28
COc1cccc2c1C(CO)N1C(C#N)C3CC(C(=O)O)C(C1C2)N3C (configuration not stated)	-5	-0.68	3.7*	-25	-18	15	5	-18	-10
Cc1ccc(-c2nc3ccccc3c(=O)n2NC(=S)N(C)C)cc1	11	0.13	-0.1	-2	0	1.3	0[fluorescence artefact?]	1.6	-9
CN(C1CCCCC1)S(=O)(=O)c1ccc2c(c1)c(=O)c(C(=O)NCCCN1CCCC1)cn2C	4	/	0.8	-20	-26	-0.2	2	-1.3	-8
COc1ccc(N/C(=N\c2nc(C)cc(C)n2)NC(=O)C(C)C)cc1OC	-1	-0.31	-0.2	-10	-11	-0.6	-1	0.8	-33
CC(C)(C)c1ccc(NC(=O)COC(=O)CCN2C(=O)c3cccc([N+](=O)[O-])c3C2=O)cc1	8	-0.063	0.8	-9	6	0.9	-2	1.7	-11
O=C(O)CCC(NC(=O)C1CCCN1C(=O)OCc1ccccc1)C(=O)O (configuration not stated)	4	0.37	1.1	5	-6	2.7	6	0.3	-5
C=CCn1c2ccccc2c2nnc(SC(CC)C(=O)Nc3sc4c(c3C#N)CCCC4)nc21 (configuration not stated)	-10	0.32	1.3	-1	10	0.3	-16	1.5	-210
COC(=O)CSc1nnc(CNS(=O)(=O)c2ccc(C)cc2)n1C	5	-0.093	1.8	-5	-3	0.1	-5	-2.2	-2
Cc1ccc(S(=O)(=O)N(C)c2nc3ccccc3[nH]c2=S)cc1	-24	89*	1.3	/	-22	0.2	-4	-5.1	13
COc1cccc(NC(=S)N(CCCN2CCOCC2)C(C)c2cc3cccc(OC)c3o2)c1 (configuration not stated)	-10	0.086	-0.4	-12	7	-0.5	-4	1.0	14
Cc1ccc(NC(=O)c2cc(NC(=O)CCC(=O)O)ccc2N2CCCCC2)cc1	-1	-0.91	1.0	0	5	0.0	2[fluorescence artefact?]	-1.0	19
CCOc1cc(C(=O)N/N=C/C(Br)=C/c2ccccc2)cc(OCC)c1OCC	6	-0.42	0.6	-8	-29	-0.3	-2[fluorescence artefact?]	-5.2	-61
CC1Cc2ccccc2N1C(=O)Cn1c(=O)oc2cc(S(=O)(=O)NC3CCCC3)ccc21 (configuration not stated)	-3	/	0.2	-16	-18	1.1	3	-0.1	-43
O=c1[nH][nH]c2ccccc2c1=O	-1	-0.096	-0.5	-10	-5	0.0	3	-1.4	-5
COc1ccc(C2C(C(=O)c3sc(C)nc3C)=C(O)C(=O)N2CCN(C)C)cc1 (configuration not stated)	-8	-0.52	-0.2	-10	-18	-0.2	10	-0.3	-14
CN(C(=O)CO/N=C/c1ccc(Cl)cc1)c1ccccc1	2	0.63	0.2	2	8	1.1	-1	2.4	1
CCS(=O)(=O)Nc1c(C(=O)OC)[nH]c2ccccc12	-3	0.12	1.0	-24	-23	-0.1	-3	2.8	-17
Cc1cc(F)c(F)c(C(=O)N2CCOCC2)c1Cl	3	1.4	0.4	0	-17	0.1	5	-2.7	12
CC(Oc1ccccc1)C(=O)NNC(=O)c1ccccn1 (configuration not stated)	-32	1.5	0.2	-30	-6	1.8	0	0.3	-10
CC(C)CC(=O)Nc1c2c(nn1-c1ccc(F)cc1)CSC2	/	0.55	0.6	/	-2	/	-3	-1.2	19
O=c1cnnc(Nc2ccc(Cl)c(C(F)(F)F)c2)[nH]1	-6	0.15	0.2	-8	-10	1.5	3	1.1	-10
COc1ccc(C(=O)CSc2nnc(C(CO)NC(=O)c3ccc(OC)cc3)n2C)cc1 (configuration not stated)	-1	-0.92	-1.2	0	-19	-0.2	10	-0.1	17
Cc1ccc(CSc2ccc3nnc(-c4cccnc4)n3n2)cc1	-4	-1.3	-0.6	-16	-5	0.0	1	-4.2	46
C/C(=N\NC(=O)c1cccnc1)c1ccc(-n2ccnc2)cc1	/	0.9	-0.3	0	-4	2.0	1	0.9	-12
Cc1ccc(C(=O)Nc2cccc([N+](=O)[O-])c2)cc1S(=O)(=O)Nc1cccc(C(=O)O)c1	/	-0.57	0.3	-9	8	2.5	-2	-0.9	-6
COc1cc(S(=O)(=O)Nc2ccc(Br)cc2)ccc1N	/	0.2	0.2	-5	1	0.0	1	5.0	-12
COP(=O)(OC)C(Nc1ccc([N+](=O)[O-])cc1)c1ccccc1 (configuration not stated)	4	-0.43	0.3	-6	-8	-0.1	2	3.9	8
O=C(CSc1nc2ccccc2c2nc3ccccc3n12)NCc1ccco1	-15	-1.2	-1.3	-7	34	0.5	-39	0.2	-137
O=C(NCc1ccc(Cl)cc1)C1CCN(S(=O)(=O)N2CCOCC2)CC1	-3	0.021	0.7	-1	-18	2.3	-1	0.2	-31
COc1ccccc1NC(=O)Cn1c(CCC(=O)O)ccc1-c1ccccc1	-1	1.8	1.2	1	-6	18	-4	0.6	-50
O=c1c2c3nc4ccccc4nc3n(/N=C/c3ccncc3)c2ncn1-c1ccccc1	-9	-1.6	-0.2	-11	18	0.4	-2	-3.0	-54
CCOc1ccc(-n2nc3c(Cl)nnc(C)c3c2C)cc1	/	-1	-1.1	-1	-28	-0.5	4[fluorescence artefact?]	-0.9	-19
CCOC(=O)N1CCC(N(CCOC)C(=O)Nc2ccc(C)c(C)c2)CC1	-3	-0.14	0.6	-12	-3	1.0	-4	0.4	-16
CCOC(=O)C1CCCN(C(=O)/C=C/c2ccc(Cl)cc2)C1 (configuration not stated)	0	-1.6	-0.5	-21	1	1.1	3	0.1	11
Cc1ccc(CCNC(=O)c2nnn(-c3cccc(C)c3)c2N)cc1	-1	-1.4	-0.8	-15	0	0.1	6	-0.4	23
O=C1N=C(c2ccccc2)C(c2ccccc2)N1 (configuration not stated)	-9	0.047	0.5	-13	-1	0.2	5	-2.0	i
C=CCNC(=S)NNC(=O)C(CCCC)CC(C)O (configuration not stated)	-1	0.031	0.2	-13	-25	0.1	-3[fluorescence artefact?]	0.7	-17
CCOc1ccccc1NC(=O)CN1C(=O)C(C)SC(C)C1=O (configuration not stated)	11	0.85	0.1	-11	-5	0.8	0	0.0	2
CCOC(=O)C1CCN(C(=O)CS(=O)Cc2nc(-c3ccc(C)cc3)oc2C)CC1 (configuration not stated)	-3	1.4	-1.4	-23	-6	1.4	1	-1.3	4
